# Tn7 DDE FP: inhibitors of Tn7 peptide binding to fibrin DD(E), primary screen, biochemical, fluorescence polarization, human fibrin, Tn7 probe. inhibition, % at 8.3 µM. actives 0.13% (n = 370,000). AID 720508, 2013. FP displacement of FITC-Tn7 peptide from fibrin DD(E); 0% = median of compound wells per plate;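 active means inhibition above the mean of compounds falling within the control limits plus 3 SD of them, cut at about 14% in these data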;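 further: 0% = plate median of compound wells and 100% = 10 µM Aha-Tn7 peptide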
#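 Assay system: human fibrin DD(E). Input: DD(E) 2 µM final. Medium: Tris buffer with calcium and detergent, pH 7.8. Compound dosing: single point at 8.3 µM. Timing: 10 min plus 3 h, room temperature. Technique: fluorescence polarization of the labelled Tn7 tracer. Read-out: percent inhibition. Replicates: singlicate testing.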
# ADAM10 inh: human ADAM10 inhibitors, primary screen, biochemical, QFRET, HTS. AID 720582, 2013. recombinant ADAM10, EDANS/DABCYL FRET peptide cleavage, 3 h. actives 0.62% (n = 370,000). inhibition, % at 7 µM. Disintegrin and metalloproteinase domain-containing protein 10 (Homo sapiens), O14672;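 active means inhibition above a per-campaign cutoff equal to the mean of compounds falling between control-based bounds plus 3 SD, cut at about 20% in these data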;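 further: 0% = DMSO wells while the 100% control is not disclosed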
# Target sequence (O14672 214-748 limits assumed): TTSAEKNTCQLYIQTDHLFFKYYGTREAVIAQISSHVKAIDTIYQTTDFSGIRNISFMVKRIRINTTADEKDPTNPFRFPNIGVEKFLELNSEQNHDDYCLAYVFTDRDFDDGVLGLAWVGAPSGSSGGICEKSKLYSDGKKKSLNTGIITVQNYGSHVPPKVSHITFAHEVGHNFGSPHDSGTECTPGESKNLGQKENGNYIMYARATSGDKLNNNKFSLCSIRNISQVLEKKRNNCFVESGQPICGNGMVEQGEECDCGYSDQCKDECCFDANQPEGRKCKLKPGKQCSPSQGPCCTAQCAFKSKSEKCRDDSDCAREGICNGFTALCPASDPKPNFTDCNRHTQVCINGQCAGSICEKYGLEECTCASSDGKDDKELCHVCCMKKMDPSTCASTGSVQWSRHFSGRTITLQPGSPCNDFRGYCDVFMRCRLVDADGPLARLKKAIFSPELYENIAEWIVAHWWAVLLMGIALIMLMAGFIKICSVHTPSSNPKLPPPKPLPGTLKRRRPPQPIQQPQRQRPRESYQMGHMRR
# PLCg1 inh: PLC-gamma1 enzyme inhibitors, primary screen, biochemical, fluorescence, purified enzyme. 1-phosphatidylinositol 4,5-bisphosphate phosphodiesterase gamma-1 (Homo sapiens), P19174. fluorogenic substrate. inhibition, % at 12.2 µM. actives 0.84% (n = 370,000); in the data active means inhibition above about 9.5%
# ADAM17 inh: ADAM17 inhibitors, primary screen, biochemical, QFRET. inhibition, % at 6.95 µM. AID 720648, 2013. recombinant ADAM17, EDANS/DABCYL FRET peptide cleavage. actives 0.83% (n = 370,000);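 active means inhibition above the mean of compounds lying between control limits plus 3 SD, set per campaign, cut at about 8.5% in these data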;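 further: 0% = DMSO-only wells as the low control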
# SIAE inh: human SIAE inhibitors, primary screen, biochemical, fluorescence polarization, FP-Rh probe, 1536-well HTS; SIAE FP-Rh probe binding; Sialate O-acetylesterase (Homo sapiens), Q9HAT2; inhibition, % at 9.66 µM; AID 1053197, 2014; actives 0.69% (n = 370,000);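 active means inhibition above a cutoff: mean of compounds within the control limits plus 3 SD of those, cut at about 17% in these data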;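 further: 0% = plate median of compound wells and 100% = probe without SIAE protein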
# ASAP1 inh: inhibitors of human ASAP1 ArfGAP activity, primary screen, biochemical, fluorescence polarization; Arf-GAP with SH3 domain, ANK repeat and PH domain-containing protein 1 (Homo sapiens), …; ASAP1-stimulated ARF1 GTP hydrolysis, GDP FP detection; inhibition, % at 16.5 µM; actives 0.19% (n = 360,000); AID 624377, 2012; in the data active means inhibition above about 25%;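 further: 0% = vehicle with enzyme and substrate and 100% = no enzyme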
# Target sequence (Q9ULH1 325-724 limits assumed): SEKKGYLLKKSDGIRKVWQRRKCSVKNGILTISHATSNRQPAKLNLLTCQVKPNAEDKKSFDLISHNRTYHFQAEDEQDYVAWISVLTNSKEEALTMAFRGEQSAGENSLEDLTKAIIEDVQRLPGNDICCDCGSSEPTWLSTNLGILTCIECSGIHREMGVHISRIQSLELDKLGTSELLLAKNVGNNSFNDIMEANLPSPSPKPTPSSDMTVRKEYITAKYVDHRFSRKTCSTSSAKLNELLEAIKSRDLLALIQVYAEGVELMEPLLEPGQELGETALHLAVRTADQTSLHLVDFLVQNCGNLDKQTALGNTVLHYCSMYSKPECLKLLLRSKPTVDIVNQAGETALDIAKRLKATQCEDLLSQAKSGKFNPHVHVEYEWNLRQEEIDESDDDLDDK
# ARFGAP1 inhibitor: inhibitors of rat ARFGAP1 GAP activity, primary screen, biochemical, fluorescence polarization, GDP tracer; Arfgap1-stimulated ARF1 GTP hydrolysis, GDP FP detection; inhibition, % at 16.5 µM; actives 0.26% (n = 360,000);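 active means inhibition above a per-plate limit, mean inhibition of low control wells plus 3 SD, cut at about 25% in these data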;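 further: 0% = DMSO wells with enzyme and 100% = wells lacking Arfgap1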
# Target sequence (Q62848 1-136 limits assumed): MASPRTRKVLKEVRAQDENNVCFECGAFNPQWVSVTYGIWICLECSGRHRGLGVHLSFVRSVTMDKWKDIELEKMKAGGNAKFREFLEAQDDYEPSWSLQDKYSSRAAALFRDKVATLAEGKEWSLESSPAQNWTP
#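 Material: rat Arfgap1 catalytic domain, aa 1-136; also added: human ARF1(Δ1-17)-GTP substrate; compound dosing: one concentration, 16.5 µM, DMSO 1.26%; incubation: GTP hydrolysis reaction 2 h at 25 °C; measured by: Tracer-displacement fluorescence polarization with EDTA stop, 620/688 nm; evaluation: % inhibition from polarization; repeats: one replicate per compound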
# Tn6 DDE FP: inhibitors of Tn6 peptide binding to fibrin DD(E), primary screen, biochemical, fluorescence polarization, human fibrin, Tn6 probe; AID 720509, 2013; Fibrin DD(E) TRITC-Tn6 fluorescence polarization displacement; actives 0.21% (n = 370,000); inhibition, % at 8.3 µM; Fibrinogen beta chain (Homo sapiens), P02675;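 active means inhibition above a per-campaign cutoff: mean of compounds within control limits plus 3 SD, cut at about 15% in these data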;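 further: 0% = median of all compound wells on the plate and 100% = blocking peptide control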
# TDP2 inh: human TDP2 enzyme inhibitors, primary screen, biochemical, epi absorbance, recombinant enzyme; Tyrosyl-DNA phosphodiesterase 2 (Homo sapiens), O95551; T5PNP hydrolysis, p-nitrophenol absorbance 415 nm; inhibition, % at 12.8 µM; actives 0.34% (n = 370,000);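 active means inhibition above the mean of all tested compounds plus 3 SD, set per campaign, cut at about 25% in these data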;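 further: 0% = DMSO with enzyme and 100% = buffer with substrate but no TDP2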
#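 Material: recombinant human TDP2; quantity: TDP2 enzyme at 120 nM final; medium: Tris-HCl pH 7.5 with MgCl2; compound: single concentration, 12.8 µM nominal, with 1% DMSO; incubation: 2 h enzyme incubation at 37 °C; signal: epi absorbance; measure: percent inhibition; benchmarks: high control without enzyme, low control DMSO plus TDP2; repeats: singlicate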
# PLCb3 inh: human PLC-beta3 inhibitors, primary screen, biochemical, fluorescence. Purified PLC-beta3, fluorogenic substrate. actives 0.18% (n = 370,000). inhibition, % at 12.2 µM. 1-phosphatidylinositol 4,5-bisphosphate phosphodiesterase beta-3 (Homo sapiens), Q01970; in the data active means inhibition above about 11%;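 further: 0% = median of compound wells on plate and 100% = full blocker control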
# * = called active by the depositor. Rows were taken by chance; about 3.6% have a hit in one of these screens.
Structure,PLCb3 inh,Tn7 DDE FP,TDP2 inh,ADAM10 inh,ADAM17 inh,ASAP1 inh,ARFGAP1 inhibitor,Tn6 DDE FP,SIAE inh,PLCg1 inh
CN(C)C(=N)c1n[nH]nc1SCc1ccc(Cl)c(Cl)c1,-4.0,1.1,13.3,-10.3,-6.2,4.1,-0.3,-0.3,4.1,0.7
COc1ccc(C)cc1N(CC(=O)Nc1ccc2c(c1)OCCO2)S(C)(=O)=O,2.7,3.9,-0.5,-0.1,2.5,-6.5,0.5,2.5,-1.1,0.4
c1ccc(Cn2ncc3ccccc32)cc1,3.1,-12.7,-14.8,-1.2,5.8,-9.0,12.1,2.5,-11.6,14.9*
CC(O)C(O)C(O)C(O)C1NCCS1 (configuration not stated),0.2,-6.5,-9.2,-0.6,5.0,9.5,-0.3,-7.5,7.9,8.3
CC1=CCC2C(=O)N(c3ccc(S(N)(=O)=O)cc3)C(=O)C2C1 (configuration not stated),-8.5,1.6,13.1,-0.5,-4.3,-4.2,-15.4,0.2,-2.8,-0.8
CC(C)N1CCC(C)(C(=O)Nc2ccc(-n3cccc3)cc2)C1 (configuration not stated),-0.1,-4.9,6.6,-3.9,-4.6,19.1,7.1,3.7,17.3*,1.2
Cc1c(NC(=O)CSc2nc3c(cnn3-c3ccccc3)c(=O)[nH]2)c(=O)n(-c2ccccc2)n1C,0.7,1.6,5.3,-8.0,-3.3,-2.2,8.2,-5.0,6.7,-1.9
O=S(=O)(Nc1ccncc1)c1ccc(Cl)c(Cl)c1,-2.0,0.6,7.4,-5.1,-3.1,7.3,-12.0,2.5,1.3,2.8
Cc1nnc(N2C(=O)C(O)=C(C(=O)c3ccco3)C2c2cccc([N+](=O)[O-])c2)s1 (configuration not stated),-7.7,-2.2,-5.8,-8.7,-1.6,-8.9,-3.1,1.9,-4.0,0.0
COc1cccc(OC)c1C(=O)Nc1ccncc1,5.0,-1.4,-4.4,0.3,-4.3,0.7,-23.0,3.6,0.0,-1.2
O=C(Nc1ccc2[nH]ccc2c1)c1ccccc1,-11.2,-5.8,3.1,-2.9,-4.0,-8.4,2.7,-4.5,-0.8,-4.1
COc1cccc(C(=O)N2CCN(c3ccccn3)CC2)c1,-3.1,-7.0,6.3,-8.5,1.7,5.0,-3.2,-0.4,4.3,2.1
NC(=S)N/N=C/c1cc([N+](=O)[O-])ccc1OCCOc1ccccc1,6.2,2.4,-2.6,15.0,2.0,3.7,2.6,-3.0,-3.2,8.8
COc1cccc(-n2nnc3c(=O)n(Cc4ccc(Cl)cc4)cnc32)c1,-3.4,-1.2,6.2,-6.7,-6.5,7.0,7.9,-3.9,-0.1,-1.4
Cc1cc(C(=O)OCC(=O)N2CCCC2)c2ccccc2n1,-3.5,-1.5,-0.1,-23.9,-7.6,-5.0,-0.7,9.2,3.5,-1.2
Cc1ccc(CNC(=O)c2cccnc2)cc1,3.3,-3.4,-7.5,-2.5,-3.2,2.0,4.2,-3.8,-6.3,0.1
Cc1cc(C)n2nc(C(=O)OCC(=O)c3ccc(F)cc3)nc2n1,-12.7,-5.7,-10.3,0.2,-0.1,-17.4,3.9,-11.6,-0.4,-5.9
COc1ccc(-n2c(COc3ccc(C)cc3)nnc2SCC(N)=O)cc1,3.7,-1.4,12.3,4.0,-1.8,2.5,5.0,5.8,-5.2,0.8
CNS(=O)(=O)c1cc(OCC(N)=O)c(C)cc1Cl,0.4,-1.3,6.0,-4.6,-5.4,5.1,4.7,0.4,-0.3,0.3
CC(=O)c1cccc(NC(=O)c2ccco2)c1,0.5,0.9,3.9,0.8,-3.2,2.5,-1.6,9.3,0.7,2.1
CC(=O)Oc1ccc(C(=O)c2ccccc2)c(OC(C)=O)c1,0.7,8.0,-5.0,-2.3,-1.2,-2.2,-7.7,3.9,-5.2,0.5
CC(=O)Nc1ccc(S(=O)(=O)NCCOc2ccc(Cl)cc2C)cc1,1.5,-0.7,-1.4,3.2,0.4,-15.6,0.4,9.9,-2.2,-2.3
COc1ccccc1OCC(=O)Nc1ccc2c(c1)C(=O)N(CC1CCCO1)C2=O (configuration not stated),-5.2,-2.4,-17.1,-3.6,-10.7,-3.0,15.9,-6.8,-2.0,-0.4
Cc1cccc(OCC(=O)Nc2ccc(S(=O)(=O)Nc3cc(C)nc(C)n3)cc2)c1,-4.2,4.4,15.0,0.6,-0.3,10.3,-12.4,2.6,-5.5,-2.8
NC(=O)c1nsc(C(=O)N(CC(=O)NCc2ccccc2)c2ccc(F)cc2)c1N,-43.9,6.5,-5.0,-38.9,-18.9,-13.0,0.0,1.3,0.2,-21.7
COc1cc(/C=C(/C#N)c2nc3ccccc3[nH]2)ccc1OCc1ccc(C(=O)O)o1,-285.6,4.7,-5.9,-112.4,-45.7,0.9,5.7,-6.8,-21.0,-196.4
COc1cccc(OC)c1C1=NC(C)(C)CO1,-4.5,-10.4,1.5,2.6,-0.8,4.9,-11.5,7.8,10.1,5.1
CC(=O)Nc1ccc(C=Cc2ccc([N+](=O)[O-])cc2)cc1,-243.2,-3.4,-11.0,-13.8,1.2,1.9,4.1,4.5,2.1,-237.7
S=C(Nc1ccc2snnc2c1)N1CCN(c2ccccn2)CC1,-1.3,12.9,-3.5,3.6,-1.9,1.7,0.1,-1.2,-4.2,0.2
CCOC(=O)c1c(NC(C)=O)sc2c1CCC(C=O)=C2Sc1ccccc1,-61.2,2.3,-3.1,3.0,-3.5,0.1,1.7,4.1,9.3,-58.0
O=C(CCn1c(=O)c2sccc2n(CC(=O)OCc2ccccc2)c1=O)NCc1ccccc1,4.5,-6.1,-3.0,-4.0,1.2,-8.2,-6.0,-4.9,5.3,3.2
Cc1cc2oc(C(=O)NCC(c3ccco3)N3CCCC3)c(C)c2cc1C (configuration not stated),7.5,-1.7,-2.7,-9.2,0.3,8.8,6.2,-6.4,5.6,2.9
CC(C)OC(=O)c1ccc(N)cc1,-0.7,-0.3,8.4,-7.9,-2.4,-10.8,6.6,9.0,-1.6,-4.4
O=C(CSCc1ccccc1)N1CCc2ccccc21,-0.8,0.3,1.3,9.9,-0.5,2.9,7.9,2.7,1.8,-0.8
CCCOc1ccc(-c2nnc(-c3ccco3)o2)cc1,-0.1,4.8,-3.4,-48.6,-15.7,0.5,-6.3,0.3,-5.7,-2.3
CCOc1cccc2cc(C(=O)Oc3ccc(OC)cc3)c(=O)oc12,-45.8,-2.5,13.6,-7.1,-1.2,-1.9,1.2,-0.7,-1.7,-41.5
[O-]/C(=C(\C(=S)Nc1cccc2ccccc12)[n+]1ccccc1)c1ccc(Cl)s1,-25.8,0.0,3.4,-38.0,-11.5,-3.2,8.0,2.5,2.0,-19.3
O=[N+]([O-])c1cc(CN2CCN(c3ccccc3)CC2)c(O)c2ncccc12,2.8,-7.9,-9.4,20.4*,6.2,-7.7,4.7,-4.1,4.0,3.8
COc1ccc(NC(=O)CN(C)C(=O)CCSc2ccc(F)cc2)cc1,-4.8,2.5,-0.9,-4.0,-5.3,0.2,0.3,-5.4,18.6*,-13.4
COc1ccc(N(C)S(=O)(=O)c2ccc3c(c2)CCC(=O)N3)cc1,-6.7,-2.6,0.0,-3.6,-0.8,-10.3,3.0,-4.9,4.6,-5.8
CCOC(=O)CN1C(=O)C(Sc2n[nH]c(-c3ccc(O)cc3)n2)CCc2ccccc21 (configuration not stated),5.7,-3.6,-10.9,-1.7,1.5,-3.5,-0.3,0.6,-6.3,4.1
COc1ccc(-c2nc(C#N)c(NCc3cccnc3)o2)cc1OC,-35.8,-3.4,-1.9,-314.9,-64.2,0.4,-1.7,-7.0,-5.4,-31.6
O=C(Nc1nc(-c2ccc(Cl)s2)cs1)c1ccncc1,-62.7,0.5,-9.8,-27.7,0.3,-7.4,4.9,-9.1,-6.2,-65.8
O=C(OCC(=O)N1CCOCC1)c1ccc(Br)cc1,-7.3,-1.3,0.5,-5.6,-0.9,0.0,-4.5,-3.0,-4.1,-0.1
CCCN1CCC(NC(=O)Cc2ccccc2C)CC1,-5.8,-1.2,1.7,2.9,-2.0,1.6,4.5,-2.5,-3.8,2.1
CCOc1cc(/C=C2\N=C3CCCCCN3C2=O)ccc1O,-11.8,-11.0,-7.0,-0.2,-1.6,2.4,6.3,-3.5,0.5,-12.5
NS(=O)(=O)c1c(Sc2ccccc2C(=O)O)ccc2ccccc12,-13.5,10.5,-10.3,0.4,-2.8,-5.8,1.7,1.8,-1.4,-5.4
Cc1[nH]c2ccc(C(=O)N3CCN(c4ccccn4)CC3)cc2c1C,-7.9,0.2,-12.6,-1.2,2.0,1.5,-1.1,2.9,4.3,0.9
Cc1cc(C)nc(NNS(=O)(=O)c2c(C)cc(C(C)(C)C)cc2C)n1,1.4,3.4,8.4,-8.3,-1.7,-5.3,5.4,2.3,4.0,-7.1
CSc1ccccc1NC(=O)COC(=O)c1c[nH]c(=O)[nH]c1=O,-3.3,-11.8,16.9,-40.5,0.5,5.8,0.6,0.3,1.3,-1.0
Oc1cccc(NC(=S)Nc2ccccc2)c1,-8.9,3.9,-7.8,3.9,-5.6,-1.6,-12.7,6.2,-3.6,-0.2
CCN(CC)c1nc2ccccc2n(Cc2cccc(OC)c2)c1=O,-37.4,-6.6,-9.4,-2.2,-4.0,4.7,-3.3,7.1,1.0,-19.8
CCCCn1c(N)c(N(C)C(=O)C2CC(=O)N(Cc3ccco3)C2)c(=O)[nH]c1=O (configuration not stated),5.3,-3.6,-12.7,2.2,6.1,-3.3,1.9,-2.0,-1.6,6.6
CC(=O)Nc1ccc(OCC(=O)NCCc2ccccc2)cc1,-7.4,0.7,-0.3,-3.3,-6.5,15.8,10.9,0.1,-2.2,-0.6

# Screening data (PubChem)
